Source: PubChem BioAssay
HepG2 tox = HepG2 cytotoxicity, counter-screen for TGF-b inhibitors; HepG2 CAGA-GFP viability, ATP luminescence, 18 h; Potency, µM (highest dose often 46.1 µM), without a hit: at the top dose activity change, negative = cytotoxicity, hits mostly cytotoxic; hit rate 0.76% among 410,000; AID 588856; active = well fitted cell-killing curve with a large enough effect; inactive = no such curve, though single readings can be large or run the other way; also: some results filed as inactive show a strong effect at the top dose
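HepG2 CAGA-GFP cells (1000/well, DMEM with 1% FBS) received compound, then TGF-beta at 500 pg/mL final, and were incubated 18 hours at 37 degrees C. Viability was read by CellTiter-Glo luminescence. Media-only wells were set as complete cell-killing and DMSO as no toxicity.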
* = called active by the depositor. Potency is read from the fitted curve at half-maximal effect. An excerpt; the hit share may differ from the screen's.

SMILES	HepG2 tox
COc1ccc(Br)cc1CNC(=O)CN1C(=O)CSc2ccc(S(=O)(=O)N3CCOCC3)cc21	-19%
COc1ccc(C)cc1NC(=O)CSc1nc(=O)[nH]c2c1CCCC2	-3%
Cn1c(SCC(=O)Nc2ccccc2F)nc2c([nH]c3ccccc32)c1=O	-29%
COc1ccc(-c2csc3nc(-c4ccc(F)cc4)oc(=O)c23)cc1	-1%
COc1ccc(NC(=O)CCS(=O)(=O)c2nc(-c3ccc4c(c3)OCO4)cc(C(F)(F)F)n2)cc1	11µM*
CC(C)c1ccc(S(=O)(=O)NCc2nc3cccnc3n2Cc2ccc(F)cc2)cc1	-22%
CCc1ccc(-n2c(=O)c3cccnc3n2CC(=O)NCc2ccc(C)cc2)cc1	-12%
CCC(CC)C(=O)NCc1nc2cccnc2n1Cc1ccc(F)cc1	-22%
CCc1nn2c(=O)cc(COC(=O)c3ccccc3NC(=O)COc3ccccc3C)nc2s1	-1%
Cc1ccc(-c2nc(CCNC(=O)c3ccc(C)c(C)c3)cs2)cc1	-10%
COc1ccc(OC)c(NC(=O)c2cc3c(s2)-c2ccccc2SC3)c1	-5%
CCc1ccc(N2CCn3c2nc2c3c(=O)n(Cc3cccc(C)c3)c(=O)n2C)cc1	-15%
CCc1ccc2nc(N(Cc3cccnc3)C(C)=O)sc2c1	-8%
O=C(Nc1nonc1-c1ccc(Cl)cc1)c1ccccc1F	-32%
Cc1cccc(-c2noc(CNC(=O)c3ccccc3Br)n2)c1	-14%
COc1ccc(-n2c(=O)c3c4c(sc3n(CC(=O)C(C)(C)C)c2=O)CCCC4)c(OC)c1	-3%
Cc1cc(-c2ccc(C)c(S(=O)(=O)N(C(C)C)C3CCCCC3)c2)on1	-26%
COc1ccccc1N1CCN(S(=O)(=O)CCNC(=O)COc2ccc(C(C)C)cc2)CC1	-35%
Cc1cc2c(cc1S(=O)(=O)NCc1ccc(F)cc1)OCCN2C	-20%
CCc1ccccc1N(C)C(=O)c1nn(C)c2c1CSc1ccccc1-2	-16%
Cc1ccc(NC(=O)CSc2ncccc2C(=O)Oc2ccccc2Cl)cc1Cl	-10%
COc1ccc(N2CCN(C3=NS(=O)(=O)C(c4cccc(Br)c4)=C3C)CC2)cc1	-21%
Cc1nc(N2CCCC2)c2c(C(=O)N3CCN(c4cccc(C)c4C)CC3)c(C)oc2n1	-32%
Cc1ccc(NC(=O)CCCn2c(=O)c3cccn3c3cccnc32)cc1C	-4%
CC(Oc1ccccc1F)C(=O)NCC1(N2CCOCC2)CCCCC1 (stereo not given)	3%

Some of these compounds in order of length of the SMILES, highest first.
SMILES	HepG2 tox
COc1ccc(-n2c(=O)c3c4c(sc3n(CC(=O)C(C)(C)C)c2=O)CCCC4)c(OC)c1	-3%
Cc1nc(N2CCCC2)c2c(C(=O)N3CCN(c4cccc(C)c4C)CC3)c(C)oc2n1	-32%
COc1ccc(N2CCN(C3=NS(=O)(=O)C(c4cccc(Br)c4)=C3C)CC2)cc1	-21%
Cc1cc(-c2ccc(C)c(S(=O)(=O)N(C(C)C)C3CCCCC3)c2)on1	-26%
COc1ccc(C)cc1NC(=O)CSc1nc(=O)[nH]c2c1CCCC2	-3%

(further entries)
SMILES	HepG2 tox
O=C(COc1ccccc1Cl)N(Cc1ccco1)Cc1ccco1	-16%
Cc1ccc(C(=O)N2CCc3cc(CNS(=O)(=O)c4ccc(Cl)s4)ccc32)cc1	-69%
Fc1ccc(Nc2nc(SCc3ccccc3Cl)nc3ccccc23)cc1	18µM*
CC(C)(C)n1ncc2c(=O)n(Cc3ccc(Cl)c(SC(F)(F)F)c3)cnc21	-11%
COc1ccc(-c2nc3sc(CCNS(=O)(=O)c4c(C)cc(C)cc4C)c(C)n3n2)cc1	2%
NS(=O)(=O)c1ccc(CCNC(=O)Cn2c(=O)c3cccn3c3ccc(F)cc32)cc1	-3%
CC(C)c1cnc2c(c1SCC(=O)Nc1ccccc1C(F)(F)F)c(=O)n(C)c(=O)n2C	13%
COc1ccc(N2CCN(S(=O)(=O)CCNC(=O)Cc3ccc(Cl)cc3)CC2)cc1	0%
CC(C)Cc1nn2c(=O)cc(COC(=O)c3ccc(NC(=O)c4cccs4)cc3)nc2s1	-7%
CN1CCN(/[N+]([O-])=N/Oc2ccc([N+](=O)[O-])cc2[N+](=O)[O-])CC1	-44%
CCc1ccccc1NC(=O)CCCn1c(=O)c2cccn2c2ccccc21	-31%
CCCSc1ncc(Cl)c(C(=O)NCc2ccc(C)cc2)n1	-7%
COc1ccc(Cn2ccn(Cc3cccc(OC)c3)c(=O)c2=O)cc1	-13%
Cc1csc2nc(COC(=O)c3ccc(NC(=O)C(C)C)cc3)cc(=O)n12	-19%
CCOc1ccc(C2C(=O)N(C3CCCCCC3)CC(=O)N2Cc2ccc(F)cc2)cc1OC (stereo not given)	-12%
COc1ccc(Cc2nc3ccc(C(=O)NCc4ccccc4C)cc3o2)cc1	-8%
Cc1cc(C)cc(N2CCn3c2nc2c3c(=O)n(C/C=C/c3ccccc3)c(=O)n2C)c1	1%
COc1ccc(S(=O)(=O)N2CCC(C(=O)Nc3ccc(Oc4ccccc4)cc3)CC2)cc1	-4%
Cc1cc(C)cc(NC(=O)CSc2nc(=O)n(CCN3CCOCC3)c3c2CCC3)c1	-2%
CCOc1ccc(C2c3[nH]c4ccccc4c3CCN2C(=O)CCC2CCCC2)cc1 (stereo not given)	-22%
Cc1ccccc1CSc1nc2nc(C)c(Cc3ccccc3)c(C)n2n1	-26%
CCN(CC)S(=O)(=O)c1ccc2c(c1)N(CC(=O)N1CCN(c3ccc(F)cc3)CC1)C(=O)CO2	0%
Cc1cc(C)cc(NC(=O)c2cc(S(=O)(=O)N3CCCCC3)c[nH]2)c1	-9%
CCOc1ccc(/C=C/c2nc(C#N)c(N3CCN(c4ccc(OC)cc4)CC3)o2)cc1	4%
O=C(NC1CC(=O)N(c2cccc(F)c2)C1)C(c1ccccc1)c1ccccc1 (stereo not given)	-19%
SMILES	HepG2 tox
CCc1ccc(-n2c(=O)c3cccnc3n2CC(=O)NCc2ccccc2)cc1	-33%
Cc1ccc(/C=C/c2onc(C)c2S(=O)(=O)N2CCC(C(=O)N(CCC(C)C)Cc3ccco3)CC2)cc1	-9%
CCOC(=O)N1CCc2c(sc3c2C(=O)NC(c2ccc(N(C)C)cc2)N3)C1 (stereo not given)	-16%
Cc1scc(CN2CCN(c3ccc(F)cc3)CC2)c1C	-38%
Cc1ccccc1C(=O)Nc1nnc(SCc2cc(=O)n3ccccc3n2)s1	-30%
COc1ccc(-n2ccnc2SCC(=O)Nc2ccc3c(c2)OCO3)cc1	-4%
CC(=O)Nc1c(C)nn(-c2ccccc2)c1N1CCC(C(=O)Nc2cc(Cl)ccc2C)CC1	-8%
Cc1ccc(-c2cn3cccnc3n2)cc1NC(=O)Cc1ccccc1	-1%
CCOc1ccc(NC(=O)N(Cc2c[nH]c3ccccc23)C2CCCCCC2)cc1	-26%
CCCOc1ccccc1C(=O)Nc1nc2c(s1)CCCC2	-20%
CCOCCn1c(=NC(=O)c2ccc3c(c2)OCCO3)sc2cc(OCC)ccc21	2%
Cc1ccccc1C(=O)Nc1nc2nc(C)c(C)c(=O)n2[nH]1	-2%
Cn1c(C(=O)NCCc2ccccc2)cc2c(=O)n3ccccc3nc21	1%
COc1ccc(NC(=O)CCc2c(C)nn(-c3ccc(N4CCCC4)nn3)c2C)cc1Cl	-31%
CCCCCNC(=O)C(=O)NCC(c1ccc2c(c1)OCO2)N1CCOCC1 (stereo not given)	0%
COc1cc(C2c3c(-c4cc(C)ccc4O)n[nH]c3C(=O)N2Cc2ccco2)cc(OC)c1OC (stereo not given)	-24%
COc1ccc(C(=O)Nc2nnc(SCc3cc(=O)c4cccc(F)c4[nH]3)s2)cc1	-32%
CCCn1c(=O)c2sccc2n2c(CCCC(=O)N3CCN(c4ccccc4)CC3)nnc12	4%
CCc1nn2c(=O)cc(COC(=O)c3cccc(NC(=O)c4ccccc4C)c3)nc2s1	4%
O=C1C[C@H](c2ccc(-c3ccccc3)cc2)N1S(=O)(=O)c1ccccc1[N+](=O)[O-]	-9%
CC(C)S(=O)(=O)c1oc(-c2cccs2)nc1S(=O)(=O)c1ccc(F)cc1	3.5µM*
COc1ccc(Br)cc1CNC(=O)C(C)n1nc(C)n2c(cc3occc32)c1=O (stereo not given)	-15%
CCOC(=O)c1cc(-c2ccccc2)n(CCC(=O)NCCc2ccccc2)c1C	-19%
O=C(COc1ccccc1)Nc1nnc(SCc2cc(=O)n3cc(Cl)ccc3n2)s1	-16%
COc1ccccc1CCNC(=O)CCCn1c(=O)c2cccn2c2cccnc21	2%

Not a retest: 3 of the compounds above.
SMILES	HepG2 tox
CCOC(=O)c1cc(-c2ccccc2)n(CCC(=O)NCCc2ccccc2)c1C	-19%
O=C(COc1ccccc1)Nc1nnc(SCc2cc(=O)n3cc(Cl)ccc3n2)s1	-16%
COc1ccccc1CCNC(=O)CCCn1c(=O)c2cccn2c2cccnc21	2%

More records follow.
SMILES	HepG2 tox
Cc1cc(NC(=O)c2oc3c(c2C)-c2[nH]ncc2CC3)ccc1Br	-37%
COc1ccc(OC)c(CNC(=O)Cn2nc(C)c3nn(-c4ccc(Cl)cc4)c(C)c3c2=O)c1	7%
COc1ccc(Cl)cc1NC(=O)CCn1c(=O)c2cccn2c2ccccc21	-13%
Cc1oc2ccc(O)c(CN3CCCCCC3)c2c1C(=O)Nc1cccc(C(F)(F)F)c1	13µM*
Cc1cccc(OCC(=O)Nc2ccccc2C(=O)OCc2cc(=O)n3nc(C)sc3n2)c1	6%
COc1ccc(NC(=O)C2=C(C)Nc3c(C(=O)Nc4ccc(C)cc4)cnn3C2c2cc(OC)ccc2OC)cc1 (stereo not given)	-15%
COc1ccc(CCNc2oc(/C=C/c3ccc(OC)c(OC)c3)nc2C#N)cc1	-11%
O=C(NCCc1ccc(Cl)cc1)c1ccc(CS(=O)Cc2cccc(Cl)c2)o1 (stereo not given)	-19%
N#Cc1ccc(OC(=O)c2cc(-c3ccc4c(c3)OCCO4)on2)cc1	-10%
CCS(=O)(=O)c1ccc(C(=O)N2CCN(c3nc4c(OC)ccc(C)c4s3)CC2)cc1	-32%
O=C(Nc1ccc(Cl)cc1F)c1cc(S(=O)(=O)NCc2ccc3c(c2)OCO3)ccc1F	-32%
O=C(NCCc1ccccc1Cl)c1ccc(Cn2c(=O)c3cccn3c3cccnc32)cc1	10µM*
Cc1ccc(C)c(CNC(=O)c2ccc3c(c2)nc2n3CCC(C)C2)c1 (stereo not given)	4%
Cc1ccc(NC(=O)CSc2cn(CC(=O)N3CCOCC3)c3ccccc23)cc1Cl	-20%
COC(=O)c1cc2oc(C)cc2n1Cc1ccc(C)cc1	-20%
Cc1ccc(-n2nnnc2C2CCN(S(=O)(=O)c3ccc(OC(F)(F)F)cc3)CC2)cc1	2%
COc1cccc(-c2cn3c(n2)sc2cc(C(=O)NCc4cccs4)ccc23)c1	-13%
CC(C)Cc1nn2c(=O)cc(COC(=O)c3ccc(NC(=O)CCc4ccccc4)cc3)nc2s1	-2%
COc1ccc(SCC(Cc2ccccc2)N2CCN(C)CCC2=O)cc1 (stereo not given)	7%
CCCn1c2ccccc2c2cnn(CC(=O)NCCc3ccccc3)c(=O)c21	-28%
CCCCN1CCC2C=CCC(C(=O)O)C2C1=O (stereo not given)	0%
CCN(CC)CCNC(=O)CCn1c(=O)c2cccn2c2cccnc21	5%
CC1CCN(S(=O)(=O)c2ccc3c(c2)CCN3)CC1	4%
COc1ccc(-c2cn3c(n2)sc2cc(C(=O)NCc4cccs4)ccc23)cc1	-14%
CCc1ccc(NC(=O)c2ccc(F)c(S(=O)(=O)NCc3ccc(Cl)c(Cl)c3)c2)cc1	-61%
SMILES	HepG2 tox
O=C(NCc1cccs1)c1ccc2c(c1)sc1nc(-c3ccc(F)cc3)cn12	-20%
CN1CC[C@H](c2c(O)cc(O)c3c(=O)cc(-c4ccccc4Cl)oc23)[C@@H](O)C1	-3%
COc1ccc(CC(=O)NC2CC(=O)N(c3cccc(F)c3)C2)cc1OC (stereo not given)	4%
CC(C)Cc1nn2c(=O)cc(COC(=O)c3ccccc3NC(=O)C3CCCCC3)nc2s1	-1%
Cn1cnc(S(=O)(=O)N2CCC(C(=O)Nc3ccc(F)cc3F)CC2)c1	0%
Cc1ccc2nc(-c3cccc(NC(=O)CSc4ccc(Cl)cc4)c3)oc2c1	-8%
O=C(/C=C/c1ccccc1)N1CCN(Cc2cc(=O)n3nc(-c4ccccc4)sc3n2)CC1	4%
CCc1ccc(NC(=O)C2CCCN(S(=O)(=O)c3cccc4cccnc34)C2)cc1 (stereo not given)	-8%
Cc1ccc(NC(=O)CSc2nc3c(sc4ccccc43)c(=O)n2CCCC(=O)NC2CCCC2)cc1C	-5%
O=C(c1ccc2c(c1)N(Cc1ccccc1)C(=O)c1ccccc1S2(=O)=O)N1CCN(c2ccccc2)CC1	-11%
Cc1ccc(NC(=O)/C=C\C(=O)N(c2ccc(C(C)C)cc2)C(C(=O)NCc2ccco2)c2ccc(F)cc2)cc1 (stereo not given)	-41%
COc1ccc(C(CNC(=O)c2cccc([N+](=O)[O-])c2)N2CCOCC2)cc1 (stereo not given)	-27%
COc1cccc(NC(=O)c2c(C)oc3nc(C)nc(N4CCCC4)c23)c1	-22%
CCOC(=O)c1sc(NC(=O)C2c3ccccc3Oc3ccccc32)c(C#N)c1C	-26%

A different layout for part of the listing above.
Cc1ccc(NC(=O)CSc2nc3c(sc4ccccc43)c(=O)n2CCCC(=O)NC2CCCC2)cc1C
  HepG2 tox: -5%

COc1cccc(NC(=O)c2c(C)oc3nc(C)nc(N4CCCC4)c23)c1
  HepG2 tox: -22%

CN1CC[C@H](c2c(O)cc(O)c3c(=O)cc(-c4ccccc4Cl)oc23)[C@@H](O)C1
  HepG2 tox: -3%

CC(C)Cc1nn2c(=O)cc(COC(=O)c3ccccc3NC(=O)C3CCCCC3)nc2s1
  HepG2 tox: -1%
